# Source: PubChem (several laboratories)
# ssDAF-12 act: S. stercoralis DAF-12 activation, primary screen; HEK293 ssDAF-12/GRIP1 lit1-tk-luc reporter, luminescence; % of 3 µM dafachronic acid response; activation, % at 6.8 µM; 370,000 tested, 1% active; AID 652126;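 active means activation above the mean over all tested compounds plus 3 SD, cut at about 0.9% in these data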;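 further: 0% = DMSO-only wells and 100% = 3 µM delta7-dafachronic acid wells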
# hgDAF-12 ag: activates the H. glycines DAF-12 receptor ligand-binding domain; activation, % at 6.8 µM; HEK293 GAL4-hgDAF12 UAS-luciferase reporter, agonist luminescence; normalized to butyrate control; 370,000 tested, 1.8% active; AID 687014;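 active means activation above a cutoff set at the mean of all screened compounds plus 3 SD, cut at about 10% in these data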;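 further: 0% = DMSO wells and 100% = sodium butyrate wells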
# SMARCA2 act: increases SMARCA2 function in MMTV reporter cells; MG213 cells, MMTV-luciferase reporter, dexamethasone, overnight; 370,000 tested, 1% active; activation, % at 9.1 µM; in the data active means activation above about 7.8%;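 further: 0% = vehicle wells and 100% = reference activator wells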
# ADAM10 inh: ADAM10 inhibition, QFRET primary screen | O14672 | recombinant ADAM10, EDANS/DABCYL FRET peptide cleavage, 3 h | inhibition, % at 7 µM | 370,000 tested, 0.62% active | AID 720582;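 active means inhibition above a per-campaign cutoff equal to the mean of compounds falling between control-based bounds plus 3 SD, cut at about 20% in these data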;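 further: 0% = DMSO wells while the 100% control is not disclosed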
# DAX1 inh-1: inhibits human nuclear receptor DAX1 | 340,000 tested, 0.99% active | HEK293 Gal4-DAX1 luciferase reporter, luminescence | inhibition, % at 6.75 µM | AID 504766 | P51843;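 active means inhibition above the mean over all tested compounds plus 3 SD, cut at about 4.2% in these data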;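 further: 0% = DAX1-transfected cells with DMSO and 100% = empty-vector control cells with DMSO; inhibition shows as a rise in luminescence from relieved DAX1 repression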
# Target sequence (P51843 207-470 limits assumed): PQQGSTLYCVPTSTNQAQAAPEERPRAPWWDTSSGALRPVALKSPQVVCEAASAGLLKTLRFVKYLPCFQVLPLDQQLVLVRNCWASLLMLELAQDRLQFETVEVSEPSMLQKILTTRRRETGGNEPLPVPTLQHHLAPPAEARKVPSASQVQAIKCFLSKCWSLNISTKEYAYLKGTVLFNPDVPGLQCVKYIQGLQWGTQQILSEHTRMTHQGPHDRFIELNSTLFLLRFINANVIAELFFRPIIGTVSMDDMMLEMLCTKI
# GC-A act: GC-A (human) enzyme activation; P16066; HEK293 GC-A cells, cGMP TR-FRET, EC30 ANP; 0% at EC30 ANP, 100% saturating ANP; activation, % at 10 µM; 370,000 tested, 0.14% active; AID 1671463; in the data active means activation above about 40%
# GAA850 FXN act: increases GAA850 frataxin promoter reporter activity; HEK293 lucGAA850 FXN promoter luciferase reporter, 24 h; percent of 10 µM SAHA response; activation, % at 6 µM; 360,000 tested, 0.56% active;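 active means activation above the average of all compounds screened plus 3 SD, cutoff fixed separately per campaign, cut at about 7.5% in these data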;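 further: 0% = DMSO wells and 100% = 10 µM SAHA wells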
# PG9 Ab binder: small molecules binding HIV-1 gp120 antibody PG9. AID 624416. 360,000 tested, 0.43% active. inhibition, % at 6.7 µM. TR-FRET gp120-PG9 antibody binding; in the data active means inhibition above about 8.5%
# DAX1 inh-2: DAX1 (NR0B1) inhibition, primary screen; HEK293T StAR-luciferase reporter, SF-1/DAX-1 repression relief; inhibition, % at 6.8 µM; 370,000 tested, 1.1% active; AID 652010;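 active means inhibition above the mean over all tested compounds plus 3 SD, cut at about 3.6% in these data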;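 further: 0% = DAX-1 cells with DMSO and 100% = cells lacking DAX-1 with DMSO; higher inhibition means more luminescence from relief of DAX-1 repression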
# hcDAF-12 act: activates DAF-12 receptor from parasite H. contortus; activation, % at 6.8 µM; 370,000 tested, 1.4% active; HEK293 hcDAF-12 lit1-tk-luc reporter, luminescence; 0% DMSO, 100% Δ7-dafachronic acid;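 active means activation above the mean of all tested compounds plus 3 SD, cut at about 5.5% in these data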;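 further: 100% = response to 3 µM Δ7-dafachronic acid high control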
# ADAM17 inh: inhibitors of human ADAM17; recombinant ADAM17, EDANS/DABCYL FRET peptide cleavage; inhibition, % at 6.95 µM; 370,000 tested, 0.83% active; P78536;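 active means inhibition above the mean of compounds lying between control limits plus 3 SD, set per campaign, cut at about 8.5% in these data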;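 further: 0% = DMSO-only wells as the low control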
# Target sequence (P78536 215-824 limits assumed): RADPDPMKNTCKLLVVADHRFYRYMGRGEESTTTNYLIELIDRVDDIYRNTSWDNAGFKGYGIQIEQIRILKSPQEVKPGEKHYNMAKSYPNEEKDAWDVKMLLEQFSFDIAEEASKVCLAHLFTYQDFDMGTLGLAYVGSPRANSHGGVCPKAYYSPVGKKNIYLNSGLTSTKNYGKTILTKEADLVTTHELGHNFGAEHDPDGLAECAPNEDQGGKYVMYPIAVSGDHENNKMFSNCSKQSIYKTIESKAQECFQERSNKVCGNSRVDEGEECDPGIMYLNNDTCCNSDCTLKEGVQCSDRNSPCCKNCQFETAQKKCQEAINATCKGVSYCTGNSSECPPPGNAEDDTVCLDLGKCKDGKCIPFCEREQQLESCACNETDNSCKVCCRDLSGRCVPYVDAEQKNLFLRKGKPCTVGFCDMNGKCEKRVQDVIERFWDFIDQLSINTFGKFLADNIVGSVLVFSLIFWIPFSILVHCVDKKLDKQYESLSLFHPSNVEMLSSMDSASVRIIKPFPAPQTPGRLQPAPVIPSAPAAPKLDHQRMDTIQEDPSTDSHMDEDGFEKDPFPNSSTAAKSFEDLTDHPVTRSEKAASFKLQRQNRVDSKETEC
# * marks the source's active call; other numbers are inactive results; / = not tested or not shown.
SMILES,ssDAF-12 act,hgDAF-12 ag,SMARCA2 act,ADAM10 inh,DAX1 inh-1,GC-A act,GAA850 FXN act,PG9 Ab binder,DAX1 inh-2,hcDAF-12 act,ADAM17 inh
O=[N+]([O-])c1ccc(N2CCN(S(=O)(=O)c3ccccc3)CC2)cc1NCc1cccnc1,-1.2,2.0,-2,13,-0.8,-11,0.8,-0.2,-0.3,1.0,2
CCCC(C)C(=O)OCC(=O)Nc1c(Br)cc(C)cc1Br (configuration not stated),-1.0,-0.4,-1,-2,-0.4,1,-1.4,-0.4,-0.2,-1.6,0
COC(=O)[C@]12CCCCC=C1N(Cc1ccco1)C(=O)[C@H](CC(=O)NCc1ccccc1)C2,-1.9,3.6,0,-14,/,-1,/,1.2,0.8,-2.1,-7
Cc1cc(OCCN2CCCCCC2)ccc1[N+](=O)[O-],-0.9,-0.3,0,0,1.0,-2,2.3,0.4,0.1,1.6,0
CSC(=NC#N)N1CCN(c2ccccc2)CC1,-1.1,-0.3,-2,-2,0.5,-1,-2.3,-2.8,1.1,-1.5,1
CCN(CC)C(=O)CSc1ccc(C(F)(F)F)cc1[N+](=O)[O-],-1.4,-1.4,-1,6,-0.8,0,1.6,1.4,-0.8,-2.8,-5
CCc1ccc(OCC(=O)NCC(c2ccc(Cl)cc2)N2CCCCC2)cc1 (configuration not stated),-1.2,1.2,-3,5,0.4,-9,4.7,-2.4,-0.8,-1.1,1
COc1ccccc1CNC(=O)COC(=O)c1cc(C)nc2ccccc12,-0.4,2.8,-2,-24,-1.1,-1,-1.2,-1.2,-0.7,-2.0,-3
CC(C)c1ccc(N(CC(=O)NCc2ccc(F)cc2)C(=O)c2snc(C(N)=O)c2N)cc1,-1.2,-0.3,-4,-169,0.1,-7,1.4,11*,0.0,-1.0,-63
CCN1CCN(c2ccc(NC(=O)COc3ccccc3Cl)cc2)CC1,-1.4,1.0,-1,3,-0.4,0,-0.3,0.3,-0.7,-2.0,-3
COc1ccccc1/C=C1\SC(=S)N(C(C(=O)O)c2ccccc2)C1=O (configuration not stated),0.1,3.7,-2,-2,0.0,1,2.2,0.3,-0.1,0.4,-5
O=C(Nc1nonc1NC(=O)C1CCCCC1)C1CCCCC1,-1.5,-0.1,-2,-1,-0.1,8,-0.1,-1.1,-0.9,-2.0,-2
Cc1ccc(NC(=O)CSc2nc3c([nH]c4ccccc43)c(=O)n2C)cc1,0.0,-3.3,1,1,0.0,13,0.6,-1.7,-0.4,2.8,0
CC/C(C)=N/Nc1nc2c(c(=O)[nH]c(=O)n2C)n1CCc1ccccc1,-1.6,-1.5,0,-84,-0.2,-2,-1.9,-1.6,-0.3,-1.5,-31
CN(C)c1ccc(/C=N/Nc2ccc(-n3ccnc3)nn2)cc1,-1.5,1.1,1,-3,-1.8,-9,2.8,-15,-0.1,-1.3,-4
O=C(N/N=C\C=C\c1ccco1)C1COc2ccccc2O1 (configuration not stated),-1.7,-0.1,3,-2,-0.8,4,7.2,-3.2,-0.6,-1.0,-8
CC(C)NC(=O)C1(O)c2ccccc2NC(=O)N1c1ccc(Cl)c(Cl)c1 (configuration not stated),-1.2,3.2,-1,-3,2.5,-11,-0.8,1.1,-0.9,-0.7,-5
COc1ccc(C2C(C(=O)Nc3cc(OC)c(OC)c(OC)c3)c3ccccc3C(=O)N2C)cc1 (configuration not stated),-1.3,0.9,3,0,-0.4,-9,-5.0,-1.2,-1.8,0.9,-1
CC(C)C[C@H](N)c1cn([C@@H](Cc2cc3ccccc3[nH]2)C(=O)N2CCNCC2)nn1,-1.3,-0.5,1,2,1.1,0,0.5,0.7,0.1,-0.5,-1
CN(C)S(=O)(=O)c1cccc(NC(=S)NNC(=O)c2cc3ccccc3cc2O)c1,-1.5,-1.4,4,-12,-0.1,-1,1.0,0.4,0.9,-1.1,3
COc1ccc(N2CCN(C(c3ccco3)c3sc4nc(C)nn4c3O)CC2)cc1 (configuration not stated),-1.2,-1.3,-3,4,-1.7,-1,0.5,-2.0,-0.6,0.5,-1
COc1ccc(OC)c(NC(=O)c2cccc(NC(=O)c3ccccc3)c2)c1,-1.9,-3.1,3,12,-2.0,1,-0.2,-0.7,-0.7,-3.1,3
CCOC(=O)N1CCN(Cc2cc(=O)oc3ccc4ccccc4c23)CC1,-0.4,2.0,0,-63,-0.8,5,0.9,-0.8,0.2,-0.7,-21
CCc1cccc(NC(=O)COC(=O)CSc2ccc(C)cc2)c1,-1.5,-0.3,2,8,1.0,0,-0.6,0.7,0.1,0.3,3
O=C(CSc1nc2ccccc2n1Cc1ccccc1Cl)N/N=C\c1cccc(Oc2ccccc2)c1,-1.6,1.9,-6,-6,/,8,/,/,-0.9,1.0,2

# Following part:
SMILES,ssDAF-12 act,hgDAF-12 ag,SMARCA2 act,ADAM10 inh,DAX1 inh-1,GC-A act,GAA850 FXN act,PG9 Ab binder,DAX1 inh-2,hcDAF-12 act,ADAM17 inh
CN(CC(=O)Nc1cccc(F)c1)C(=O)c1ccncc1,-0.6,0.3,1,5,0.2,-2,3.4,2.3,1.9,0.6,0
COc1cc(/C=C2\SC(=Nc3ccccc3OC)NC2=O)ccc1O,-1.8,0.5,2,0,-0.4,0,-4.4,-6.1,-0.9,-2.2,3
COc1cc(/C=N/NC(=O)CNC(=O)c2ccncc2)ccc1O,-0.5,1.1,-2,0,1.6,2,-0.8,-0.9,-0.3,-0.6,1
O=C(OCn1nnc2ccccc2c1=O)c1cccc(S(=O)(=O)N2CCOCC2)c1,-0.6,0.4,0,-7,-0.4,2,1.0,0.0,3.5,-1.0,-1
COc1ccc(OC)c(NC(=O)Cn2c(CCC(=O)O)ccc2-c2ccc(C)cc2)c1,-0.7,1.1,2,-29,-0.8,2,2.1,0.3,1.7,3.4,-6
CCCCN(C(=O)C1CC(=O)N(c2ccc3c(c2)OCCO3)C1)c1c(N)n(CCC)c(=O)[nH]c1=O (configuration not stated),-1.7,-3.2,-4,-10,1.7,2,-4.5,-0.4,-2.8,-2.1,-6
O=C1C=C(NC2CC2)C2(CCCCC2)O1,-0.7,0.1,1,-15,0.6,-4,-0.5,0.8,0.0,-1.1,-1
CCN(CC)C(=O)CCCSc1nnc(Nc2ccccc2F)s1,-0.8,13*,8,4,-0.2,0,4.4,1.7,1.5,2.1,3
COc1cccc(N(CC(=O)Nc2ccccc2C)S(C)(=O)=O)c1,-1.6,1.5,-4,1,-0.1,-5,-0.9,-1.8,0.7,-0.1,2
Nc1ccc(C(=O)OCC(=O)Nc2cc([N+](=O)[O-])ccc2F)cc1,-1.7,-0.1,-3,-8,-0.4,-8,1.3,-2.1,-0.1,-1.1,1
c1cncc(Oc2ccc(NCCc3c[nH]c4ccccc34)cc2)c1,0.3,2.6,-3,-41,/,9,/,-2.9,-1.3,1.4,-6
COC(=O)c1cccc(NC(=O)C23CC4CC(C2)CC(n2cncn2)(C4)C3)c1,-1.0,0.4,-1,-2,1.4,1,0.5,-1.4,-0.2,-1.6,-4
CCn1c(SCC(=O)N2CCC(C)CC2)nc2c(c1=O)SC(C)C2 (configuration not stated),-0.9,-0.2,-3,0,0.5,-2,0.0,-0.6,-2.3,-0.1,2
Cc1ccc(N/C(N)=N/c2nc(C)cc(N3CCCCC3)n2)c(C)c1,-2.9,-8.8,-6,-2,-0.7,-8,-3.2,0.1,-3.0,-4.5,0
COc1cc(C(O)c2nc(-c3csc4ccccc34)cs2)ccc1F (configuration not stated),-1.2,-0.8,-3,12,/,-3,-0.4,1.3,0.6,-1.1,10*
O=C(NCCc1c[nH]c2ccccc12)C(=O)NCC1OCCCN1S(=O)(=O)c1cccs1 (configuration not stated),2.2*,-0.9,-1,0,0.3,-2,-1.2,0.1,-0.5,0.2,1
O=C(COC(=O)Cn1cnc2ccccc2c1=O)Nc1ccc(Cl)cc1,-0.5,-0.5,0,-10,-1.3,3,-1.0,0.1,-0.6,0.9,-4
NC(c1csc(NC(=O)Nc2cccc(C(F)(F)F)c2)n1)C1CCCCC1 (configuration not stated),-0.5,-0.3,-1,1,/,-7,0.6,0.5,-0.1,-0.1,3
COc1ccc(N(CC(=O)N/N=C/c2ccc(-c3ccc([N+](=O)[O-])cc3)o2)S(=O)(=O)c2ccc(C)cc2)cc1Cl,-1.0,0.5,0,-2,-0.1,-2,0.2,2.0,-0.3,-2.1,-4
CCOC(=O)[C@]12CCCC=C1N(Cc1ccc3c(c1)OCO3)C(=O)[C@H](CC(=O)NCc1ccc(OC)c(OC)c1)C2,-1.7,-0.4,-5,-1,/,1,/,1.9,3.6,-1.5,0
COc1ccccc1-c1nc2s/c(=C\c3cccs3)c(=O)n2n1,-0.3,0.9,1,-7,1.9,17,2.1,0.8,-0.2,2.2,-5
Cc1cc(NS(=O)(=O)c2ccc(NC(=S)NC(=O)/C=C/c3ccccc3)cc2)no1,-1.1,-1.9,0,2,2.3,-2,-1.0,-2.4,0.2,-1.1,-2
CCOC(=O)c1cnn(-c2ccccc2)c1NC(=O)CCl,-1.0,1.6,1,-1,0.0,-1,-0.5,-2.8,-0.8,-1.4,1
COCCOC(=O)C1=C(C)NC(=O)NC1C1CC=CCC1 (configuration not stated),-1.2,0.2,-1,-8,0.6,0,0.8,-0.8,0.0,-2.4,-3
COc1cc([N+](=O)[O-])ccc1-c1ccc(/C=N/NC(=O)OC(C)(C)C)o1,-1.2,-1.7,-1,4,2.7,6,1.2,0.0,-0.7,-0.7,-5
Cc1ccc(S(=O)(=O)C[C@@H]2OC[C@H](CO)N2S(=O)(=O)c2ccc(C)cc2)cc1,-1.1,-0.1,5,-1,/,5,/,-0.8,-0.5,-0.3,0
CC(C)C(=O)Nc1c2c(nc3c1CCC3)CCCC2,-1.4,0.0,-1,3,0.8,3,2.1,0.6,-0.3,-0.4,4
Cc1c(C(=O)NCc2cccc(C(F)(F)F)c2)sc(=O)n1Cc1ccc(S(=O)(=O)N(C)C)cc1,-1.2,-3.8,-1,10,/,2,-1.3,0.5,-1.9,-2.8,4
Cc1ccccc1-c1ccc(=O)n(CC(=O)Nc2ccc(C(=O)N3CCCC3)cc2)n1,-0.4,-2.5,-2,-6,-0.2,-4,1.7,0.3,-0.3,-0.2,0
O=C(NCCc1ccccc1F)C1CC(=O)N(c2ccc3c(c2)OCCO3)C1 (configuration not stated),-1.3,-1.9,-3,2,1.2,1,-0.2,1.8,0.3,-1.4,-1

# Random excerpt: 4 records from the list
SMILES,ssDAF-12 act,hgDAF-12 ag,SMARCA2 act,ADAM10 inh,DAX1 inh-1,GC-A act,GAA850 FXN act,PG9 Ab binder,DAX1 inh-2,hcDAF-12 act,ADAM17 inh
CSC(=NC#N)N1CCN(c2ccccc2)CC1,-1.1,-0.3,-2,-2,0.5,-1,-2.3,-2.8,1.1,-1.5,1
O=C(OCn1nnc2ccccc2c1=O)c1cccc(S(=O)(=O)N2CCOCC2)c1,-0.6,0.4,0,-7,-0.4,2,1.0,0.0,3.5,-1.0,-1
CCOC(=O)N1CCN(Cc2cc(=O)oc3ccc4ccccc4c23)CC1,-0.4,2.0,0,-63,-0.8,5,0.9,-0.8,0.2,-0.7,-21
Cc1c(C(=O)NCc2cccc(C(F)(F)F)c2)sc(=O)n1Cc1ccc(S(=O)(=O)N(C)C)cc1,-1.2,-3.8,-1,10,/,2,-1.3,0.5,-1.9,-2.8,4
